Screening results from PubChem BioAssay.
M4 ag – agonists of human muscarinic M4 receptor (CHRM4). CHO-K1 hM4/Gqi5, Fluo-8 calcium fluorescence; vehicle 0%, full acetylcholine response 100%. activation, % at 3 µM. 0.14% of 360,000 active;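 active means activation above the run mean over all test wells plus 3 SD, cut at about 32% in these data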;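 further: peak over basal fluorescence ratio per well then scaled between controls; 0% = DMSO wells and 100% = acetylcholine at EC100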
Target sequence (P08173 whole entry, looked up): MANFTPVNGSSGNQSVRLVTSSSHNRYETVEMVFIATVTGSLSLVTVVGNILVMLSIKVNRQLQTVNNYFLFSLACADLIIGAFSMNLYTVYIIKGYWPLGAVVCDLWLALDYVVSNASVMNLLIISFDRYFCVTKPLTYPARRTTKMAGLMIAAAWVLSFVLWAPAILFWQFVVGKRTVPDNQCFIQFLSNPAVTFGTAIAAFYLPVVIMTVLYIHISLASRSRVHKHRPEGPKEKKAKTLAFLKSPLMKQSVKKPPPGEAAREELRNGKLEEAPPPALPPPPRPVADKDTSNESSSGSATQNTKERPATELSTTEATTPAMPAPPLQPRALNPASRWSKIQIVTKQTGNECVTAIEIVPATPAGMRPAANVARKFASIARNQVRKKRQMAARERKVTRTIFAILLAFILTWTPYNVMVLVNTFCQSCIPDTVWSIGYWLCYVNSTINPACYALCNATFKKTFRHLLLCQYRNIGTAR
CHRM5 PAM – positive allosteric modulators of human muscarinic M5 receptor | AID 624038 | P08912 | activation, % at 3 µM | CHO-K1 hM5, Fluo-8 calcium, ACh EC20 PAM; 0% = ACh EC20, 100% = ACh EC100 | 0.3% of 360,000 active;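 active means activation above the run cutoff, the mean activation of all test compounds plus 3 SD, cut at about 18% in these data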
Target sequence (P08912 whole entry, looked up): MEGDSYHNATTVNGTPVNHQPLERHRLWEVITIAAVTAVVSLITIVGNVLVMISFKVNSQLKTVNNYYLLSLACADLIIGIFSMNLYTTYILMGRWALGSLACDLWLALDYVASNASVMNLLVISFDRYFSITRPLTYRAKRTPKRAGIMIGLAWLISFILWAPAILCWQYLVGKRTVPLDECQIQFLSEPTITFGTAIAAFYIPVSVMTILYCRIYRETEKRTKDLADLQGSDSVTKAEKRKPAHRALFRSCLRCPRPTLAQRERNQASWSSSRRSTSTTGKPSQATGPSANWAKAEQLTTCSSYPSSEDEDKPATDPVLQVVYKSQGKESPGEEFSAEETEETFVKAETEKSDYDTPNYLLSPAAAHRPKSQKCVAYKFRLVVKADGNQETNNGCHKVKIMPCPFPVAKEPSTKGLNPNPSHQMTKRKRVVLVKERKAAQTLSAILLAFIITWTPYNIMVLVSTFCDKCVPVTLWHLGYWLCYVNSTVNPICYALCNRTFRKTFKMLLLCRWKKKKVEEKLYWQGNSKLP
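system = human M5 receptor in CHO-K1 cells | reagent = EC20 acetylcholine as agonist stimulus | compound dosing = single-point, 3 µM nominal | incubation = Fluo-8 loading 80 min at 37 °C plus 30 min room temperature | detection = Fluo-8 calcium dye fluorescence, kinetic read | benchmarks = low control EC20 acetylcholine (0%), high control EC100 acetylcholine (100%)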
M5 antag – CHRM5 antagonism in calcium assay; 0.59% of 360,000 active; CHO-hM5 cells, Fluo-8 calcium fluorescence, ACh EC80; inhibition, % at 3 µM;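 active means inhibition above a per-plate cutoff, the mean of that plate's test compounds plus 3 SD, cut at about 27% in these data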;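 further: 0% = acetylcholine EC80 with DMSO and 100% = DMSO without agonist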
CHRM5 agonist – CHRM5 agonism in calcium assay; P08912; CHO-K1 hM5 cells, Fluo-8 calcium fluorescence; 0% DMSO wells, 100% maximal acetylcholine response; activation, % at 3 µM; 0.19% of 360,000 active;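 active means activation above the run's mean over test compounds plus 3 SD, cut at about 23% in these data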;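 further: signal is peak over basal fluorescence ratio across the kinetic read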
CHRM4 antagonist – blocks acetylcholine activation of human M4 receptor. CHO-hM4 cells, ACh EC80, Fluo-8 calcium fluorescence. inhibition, % at 3 µM. 0.73% of 360,000 active. AID 624125;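 active means inhibition above its plate's cutoff, the mean inhibition of sample wells plus 3 SD, cut at about 27% in these data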;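 further: 0% = acetylcholine EC80 with DMSO and 100% = DMSO without agonist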
CRFBP-R2 block – antagonists of CRF-binding protein/CRF-R2 receptor complex; AID 588475; 0.59% of 350,000 active; HEK293 CRF-R2/CRF-BP, CRF-induced calcium fluorescence; inhibition, % at 11.8 µM;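 active means inhibition of the ligand-induced calcium signal above about 50% at the single tested concentration, limit read from the data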
CRFR2-BP ag – agonists of human CRF-binding protein/CRF-R2 receptor complex; HEK293 CRF-R2/CRF-BP, calcium dye fluorescence (FLIPR); percent of saturating CRF peptide response; activation, % at 13.2 µM; 0.46% of 350,000 active; AID 588473;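 active means activation of at least 50%, plus an integration ratio under a set limit after plate pattern correction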;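 further: plate controls were neutral control wells without compound for no effect and CRF at EC100 for full effect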
IDE inh – cellular human IDE inhibition; HEK cells, FAbetaB cleavage, fluorescence polarization; inhibition, % at 5.59 µM; 0.41% of 320,000 active; AID 434962;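 active means percent inhibition above the average of all tested compounds plus 3 SD, set per screening campaign, cut at about 16% in these data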;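 further: IDE supplied by intact live HEK cells; FP after avidin binding of uncleaved biotin substrate so inhibition keeps polarization high; 0% = DMSO wells and 100% = 60 µM reference IDE inhibitor Ii1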
M4 PAM – positive allosteric modulators of human muscarinic M4 receptor. CHO-K1 hM4/Gqi5, Fluo-8 calcium fluorescence, ACh EC20; 0% = ACh EC20, 100% = maximal ACh. activation, % at 3 µM. P08173. AID 624126. 0.4% of 360,000 active;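 active means activation above its plate's cutoff, the mean activation of sample wells plus 3 SD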; further: some results filed as inactive read as strong as hits
* hit, by the source's call; . = no result given.

SMILES	M4 ag	CHRM5 PAM	M5 antag	CHRM5 agonist	CHRM4 antagonist	CRFBP-R2 block	CRFR2-BP ag	IDE inh	M4 PAM
O=C(CN(C(=O)CCC(=O)Nc1ccccn1)c1cccc(F)c1)NCc1ccco1	1	3	4	-1	0	9	-2.2	2	-4
Cn1nccc1C(=O)N/N=C/c1cccnc1	0	1	3	-3	-4	-2	-0.9	7	-13
CC1=C(C(=O)OC(C)C)C(C2CC=CCC2)NC(=O)N1 (stereo unspecified)	0	5	3	-2	-3	2	2.0	3	10
CCn1c(SCC(=O)N2CCN(c3ccccc3)CC2)nnc1-c1cc2cc(Cl)ccc2o1	-1	1	-1	1	10	-24	-2.4	1	3
CCC(=O)c1ccc(OCC(=O)Nc2nn3cnnc3s2)cc1	0	2	1	-3	1	8	-0.9	5	2
CCOCCCNc1ncnc2c1[nH]c1ccccc12	14	-23	8	7	7	10	-1.3	21*	-7
CN(C)c1ccc(/C=N\NC(=S)SCN2C(=O)C3CCC(C)(C2=O)C3(C)C)cc1 (stereo unspecified)	1	-5	-7	-5	-3	4	-1.3	5	-4
CCC(C)(C)NC(=O)C(C(C)C)N(CC1CCCO1)C(=O)CNS(=O)(=O)c1ccccc1 (stereo unspecified)	0	4	1	-1	-6	2	-0.9	6	-1
COc1ccc(F)cc1S(=O)(=O)N1CCCC(C)C1 (stereo unspecified)	2	0	-1	1	9	-2	0.0	1	2
COc1cc(NC(=O)C2CCCCC2)c(OC)cc1NC(=O)c1ccccc1	2	-3	6	-1	-6	21	-2.1	-2	4
Cc1cc(=O)oc2c(CN3CCN(C)CC3)c(O)c(Cl)cc12	0	4	1	-1	-3	26	4.7	-6	3
COc1ccc(C2=NOC(C(=O)N3CCOCC3)C2)cc1OC (stereo unspecified)	0	-2	-4	-2	-14	2	-1.2	2	12
O=C(COc1ccc2c(-c3ccccc3)cc(=O)oc2c1)NCc1ccccn1	1	-4	16	2	-7	6	-1.5	14	-1
Nc1nc(-c2cccnc2)nn1C(=O)c1ccc(F)cc1	4	6	-19	-2	-7	-6	-1.6	.	8
O=C(CC(CC(=O)c1ccccc1)c1ccncc1)c1ccccc1	3	-8	11	1	5	86*	-2.6	.	-3
CCc1nnc(SCc2cccc(F)c2)nc1CC	0	-1	17	-7	2	1	-1.0	15	11
Cc1c(Nc2ccc(C=O)cc2)c(=O)n(-c2ccccc2)n1C	1	-5	0	-3	-6	0	-0.2	6	-3
CC(=O)OCCC(NS(=O)(=O)OCC(Cl)(Cl)Cl)c1ccccc1 (stereo unspecified)	2	-3	0	-5	-3	-10	0.6	3	12
Cc1ccc(OCc2nnc(SC(C)C(=O)O)n2-c2ccccc2)cc1 (stereo unspecified)	0	-1	8	0	-3	15	1.6	3	1
CC(=O)c1ccc(N(CC(=O)NC2CCCC2)C(=O)c2csnn2)cc1	2	-2	16	0	11	2	0.5	-14	0

Ordered by count of non-hydrogen atoms (smallest number first): part of the list above.
SMILES	M4 ag	CHRM5 PAM	M5 antag	CHRM5 agonist	CHRM4 antagonist	CRFBP-R2 block	CRFR2-BP ag	IDE inh	M4 PAM
Cn1nccc1C(=O)N/N=C/c1cccnc1	0	1	3	-3	-4	-2	-0.9	7	-13
CCOCCCNc1ncnc2c1[nH]c1ccccc12	14	-23	8	7	7	10	-1.3	21*	-7
Nc1nc(-c2cccnc2)nn1C(=O)c1ccc(F)cc1	4	6	-19	-2	-7	-6	-1.6	.	8
Cc1cc(=O)oc2c(CN3CCN(C)CC3)c(O)c(Cl)cc12	0	4	1	-1	-3	26	4.7	-6	3
CC(=O)OCCC(NS(=O)(=O)OCC(Cl)(Cl)Cl)c1ccccc1 (stereo unspecified)	2	-3	0	-5	-3	-10	0.6	3	12
O=C(CC(CC(=O)c1ccccc1)c1ccncc1)c1ccccc1	3	-8	11	1	5	86*	-2.6	.	-3
Cc1ccc(OCc2nnc(SC(C)C(=O)O)n2-c2ccccc2)cc1 (stereo unspecified)	0	-1	8	0	-3	15	1.6	3	1
COc1cc(NC(=O)C2CCCCC2)c(OC)cc1NC(=O)c1ccccc1	2	-3	6	-1	-6	21	-2.1	-2	4
CN(C)c1ccc(/C=N\NC(=S)SCN2C(=O)C3CCC(C)(C2=O)C3(C)C)cc1 (stereo unspecified)	1	-5	-7	-5	-3	4	-1.3	5	-4
O=C(CN(C(=O)CCC(=O)Nc1ccccn1)c1cccc(F)c1)NCc1ccco1	1	3	4	-1	0	9	-2.2	2	-4
CCC(C)(C)NC(=O)C(C(C)C)N(CC1CCCO1)C(=O)CNS(=O)(=O)c1ccccc1 (stereo unspecified)	0	4	1	-1	-6	2	-0.9	6	-1

Further compounds
SMILES	M4 ag	CHRM5 PAM	M5 antag	CHRM5 agonist	CHRM4 antagonist	CRFBP-R2 block	CRFR2-BP ag	IDE inh	M4 PAM
O=c1cc(CSc2ccc(Cl)cc2)nc(-c2ccccn2)[nH]1	0	-7	3	-3	-4	-19	-0.2	-4	-4
COc1ccc(-n2nc(C(=O)NCC(=O)NCc3ccccc3OC)c3ccccc3c2=O)c(OC)c1	16	-12	14	2	9	7	-1.7	-8	-14
CCn1c(Oc2ccccc2F)nc2c1c(=O)n(C)c(=O)n2C	1	-5	24	1	0	4	-0.1	5	-5
Cc1noc2ncnc(Oc3ccc(Cl)cc3Cl)c12	0	3	1	-4	-7	-12	-0.3	-2	2
CCc1ccc(NC(=O)CSc2nnc(-c3cccs3)n2CC)cc1	3	7	-7	-4	-9	11	-1.6	8	13
OC[C@@H]1CN(Cc2ccc3c(c2)OCO3)C[C@H](n2cnc3c(NCc4ccc(F)cc4)ncnc32)O1	12	-4	-5	7	-9	.	.	.	2
CC1CCCCC12NC(=O)N(CC(=O)N1CCN(S(=O)(=O)/C=C/c3ccccc3)CC1)C2=O (stereo unspecified)	1	1	1	-1	7	8	-0.5	4	-1
COc1ccccc1N1CCN(CCCNc2c(C)c(=O)n(C)c(=O)n2C)CC1	1	-4	-3	0	-6	-36	-3.2	1	1
c1ccc2c(-c3cc(NCc4ccncc4)n4nccc4n3)cccc2c1	3	-4	8	0	-7	.	.	.	2
CCOc1ncccc1C(=O)OCC(=O)Nc1ccc(Cl)cn1	-1	18	-4	-3	-5	-21	3.9	-2	0
Nc1ncnc2c1ncn2C1OC(CO)C(O)C1O (stereo unspecified)	1	3	-6	-2	4	6	-0.4	2	10
O=C(CSc1nccn(-c2ccc(Br)cc2)c1=O)NCc1ccccc1	2	-5	4	0	-24	29	0.4	7	4
COc1ccc(S(=O)(=O)N2CC=C(C(=O)Nc3ccc(NC(C)=O)cc3)CC2)cc1	1	-3	1	-4	0	16	-0.4	-2	3
C/C(=N\N=C\c1ccccc1)c1nnn(-c2nonc2N)c1C	1	10	-2	-1	7	-12	0.3	-7	4
C=CCN1CCN(C(=O)c2cc3c(s2)CCCC3)CC1	1	-3	-3	-3	7	-7	0.1	-4	-4
O=C(CN1C(=O)NC2NC(=O)NC21)NC1CCCCC1 (stereo unspecified)	1	-2	7	0	2	12	3.8	2	1
O=C(NCCc1ccccc1Cl)c1ccc2nc3ccccc3c(=O)n2c1	4	3	-10	0	-10	-8	-7.5	4	-6
COc1cccc(CN2CCC(C(=O)N3CCN(Cc4ccc5c(c4)OCO5)CC3)CC2)c1	4	0	-5	-2	1	-3	3.4	-1	0
CC(=O)c1ccc(OC(=O)c2ccc(Br)o2)cc1	0	1	-5	1	1	-13	-1.0	0	8
O=C(c1ccccc1F)N1CCC2CC1c1cc(N3CCCCC3)ccc12 (stereo unspecified)	4	-2	-10	1	2	13	0.4	.	-8
COc1ccc2nc3oc(C(=O)N4CCCCC4)cc3cc2c1	2	-9	-3	-7	-1	41	0.1	1	-2
Cc1nc([N+](=O)[O-])c(Sc2nc3ccccc3n2C)n1Cc1ccccc1	5	-2	-3	-1	-16	-70	-0.8	-3	-1
O=C(Oc1c(Cl)cc(Cl)c2cccnc12)c1cccc([N+](=O)[O-])c1	2	2	15	-1	0	-23	2.5	0	11
Cc1ccccc1OCCn1ccnc1	0	-4	14	-10	7	6	-1.9	-2	-2
CC1(C)N=C(N)N=C(N)N1c1ccc(Oc2ccc(Cl)cc2)c(Cl)c1	0	-21	33*	-11	5	0	0.6	0	-11
CCCCCN(C(=O)CCC(=O)OCC(=O)NCc1cccc(OC)c1)c1c(N)n(CCCC)c(=O)[nH]c1=O	0	-4	6	-3	-13	8	-0.2	1	-3
CCOc1ccccc1NC(=O)c1ccc2c(O)c(S(=O)(=O)c3ccccc3)c(=O)[nH]c2c1	1	1	-1	1	-4	6	0.9	.	0
Cc1ccc(NC(=O)/C(=C\c2ccc([N+](=O)[O-])cc2)NC(=O)c2ccccc2)cc1	1	-4	-3	-6	-4	21	-2.5	0	9
Cc1ccc(NC(=S)N(Cc2cccs2)Cc2cc3cc(C)ccc3[nH]c2=O)cc1	0	5	-14	-1	5	-84	15	2	-3
COc1ccc(C(=O)NC(=S)Nc2cccc3cc(O)ccc23)cc1OC	5	5	2	2	7	-4	0.4	-4	2
CSC[C@H]1CN(Cc2ccccc2)C(=O)[C@@H]1CC(=O)Nc1ccccc1	2	-1	-5	2	-14	4	-0.9	.	-1
Cc1sc(NC(=O)c2ccc(Cl)s2)c(C(N)=O)c1C	0	0	0	-2	6	-81	1.3	-4	10
CC(C)N(C(=O)c1ccc(C(=O)Nc2ccc([N+](=O)[O-])cc2)cc1)C(C)C	4	13	1	0	7	-51	2.0	-2	15
CN(C)c1ccc(C(CNS(=O)(=O)c2ccc([N+](=O)[O-])cc2)N2CCOCC2)cc1 (stereo unspecified)	2	1	-3	2	-13	-13	1.3	1	4
Cc1ccc(C(=O)OCC(=O)Nc2cccc(S(=O)(=O)NC3=NCCCCC3)c2)c(C)c1	13	-6	6	-4	-15	-11	-0.6	-8	3
CS(=O)(=O)N1CCN(c2nc3ccccc3s2)CC1	3	-3	7	0	3	12	0.8	-5	3
O=C(CCN1C(=O)/C(=C/c2ccccc2F)SC1=S)NCCCN1CCOCC1	5	-3	4	0	10	-5	1.9	-5	3
C#CCNC(=O)C1=C[C@@H](c2cn(C(C)=O)c3ccccc23)C[C@@H](OCCCCO)O1	1	6	-6	6	-1	21	7.6	4	6
O=C(Nc1cccnc1)c1cc(S(=O)(=O)N2CCCCC2)c(Cl)cc1Cl	6	-1	1	-1	-3	-4	0.3	-3	-6
CC(Sc1nnc(CN2CCCC2)n1Cc1ccccc1)C(=O)Nc1ccc(F)cc1 (stereo unspecified)	1	1	9	-5	2	-6	-0.7	1	8

Rewritten with each value named: part of the list above
smiles: Cc1ccc(C(=O)OCC(=O)Nc2cccc(S(=O)(=O)NC3=NCCCCC3)c2)c(C)c1
  M4 ag: 13	CHRM5 PAM: -6	M5 antag: 6	CHRM5 agonist: -4	CHRM4 antagonist: -15	CRFBP-R2 block: -11	CRFR2-BP ag: -0.6	IDE inh: -8	M4 PAM: 3
smiles: Cc1ccc(NC(=S)N(Cc2cccs2)Cc2cc3cc(C)ccc3[nH]c2=O)cc1
  M4 ag: 0	CHRM5 PAM: 5	M5 antag: -14	CHRM5 agonist: -1	CHRM4 antagonist: 5	CRFBP-R2 block: -84	CRFR2-BP ag: 15	IDE inh: 2	M4 PAM: -3

Compounds were not picked by outcome; overall some 2.9% were active at least once.
